Screening data (PubChem BioAssay)
GRIN3A LBD mod: modulates the human NR3A ligand-binding domain | NR3A LBD differential scanning fluorimetry, Tm shift; 0% = protein alone, 100% = glycine-bound protein | Tm shift relative to glycine control, % at 25 µM | 340,000 tested, 2.5% active | AID 1259313;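 active = melting temperature shift of at least 10% of the positive control shift, at one fixed dose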
A3A deaminase: human APOBEC3A DNA deaminase inhibition; inhibition, % at 20 µM; P31941; recombinant A3A, FAM/TAMRA ssDNA deamination fluorescence; 330,000 tested, 0.41% active;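 active = at least 40% inhibition at 20 µM here, with at most 30% in a related deaminase screen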;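 also: plate controls were A3A with DMSO for no effect and wells lacking A3A enzyme for full effect; some results filed as inactive read as strong as hits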
Target sequence (P31941 whole entry, looked up): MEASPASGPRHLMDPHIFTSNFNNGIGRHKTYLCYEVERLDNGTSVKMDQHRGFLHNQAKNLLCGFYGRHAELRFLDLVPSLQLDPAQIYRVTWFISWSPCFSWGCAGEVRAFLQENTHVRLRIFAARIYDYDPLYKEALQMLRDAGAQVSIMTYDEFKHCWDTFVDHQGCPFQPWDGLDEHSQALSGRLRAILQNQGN
MPTP inh: permeability transition pore inhibition | 360,000 tested, 1.4% active | isolated mouse mitochondria, Ca2+ swelling absorbance, 30 min | inhibition, % at 10 µM | AID 602449;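 active = inhibition of 50% or more, scaled per plate between neutral and stimulator controls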;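 also: 0% = DMSO wells given calcium and 100% = 1 mM EGTA wells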
Gli-Sufu block: blocks Gli-Sufu signaling in a luciferase reporter; Sufu-KO-LIGHT fibroblasts, Gli luciferase reporter luminescence; inhibition, % at 5 µM; 340,000 tested, 0.74% active; AID 588413;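 active = inhibition above about 55%, limit read from the data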;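 also: 0% = DMSO-treated cells and 100% = wells with medium but no cells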
CXCR6 inh: inhibitors of human CXCR6 receptor; CHO-K1 PathHunter CXCR6 beta-arrestin, luminescence; inhibition, % at 20 µM; 360,000 tested, 0.36% active; AID 602244; in the data active = inhibition above about 34%, passing the limit was not always enough;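 also: antagonist mode with CXCL16 agonist at 10 nM final; 0% = 10 nM CXCL16 with DMSO and 100% = unstimulated wells without agonist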
Target sequence (O00574 whole entry, looked up): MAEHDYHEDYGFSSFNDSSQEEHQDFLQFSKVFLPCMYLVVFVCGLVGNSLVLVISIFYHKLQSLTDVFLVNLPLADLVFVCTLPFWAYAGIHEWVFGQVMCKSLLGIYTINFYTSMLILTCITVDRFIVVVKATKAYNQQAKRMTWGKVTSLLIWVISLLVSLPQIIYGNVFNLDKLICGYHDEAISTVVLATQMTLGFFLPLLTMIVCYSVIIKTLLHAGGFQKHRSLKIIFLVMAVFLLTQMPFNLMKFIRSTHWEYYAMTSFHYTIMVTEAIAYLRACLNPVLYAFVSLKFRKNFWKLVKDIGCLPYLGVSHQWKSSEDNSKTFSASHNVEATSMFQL
A3G deaminase: blocks human APOBEC3G single-stranded DNA deamination | Q9HC16 | recombinant A3G, ssDNA deamination FAM/TAMRA fluorescence | inhibition, % at 20 µM | 330,000 tested, 0.28% active;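 active = inhibition of at least 40% at 20 µM, with no more than 30% in the related APOBEC3A deaminase screen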;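 also: plate controls were DMSO wells with A3G for no effect and wells lacking A3G enzyme for full effect; some compounds called inactive have numbers as strong as hits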
Target sequence (Q9HC16 whole entry, looked up): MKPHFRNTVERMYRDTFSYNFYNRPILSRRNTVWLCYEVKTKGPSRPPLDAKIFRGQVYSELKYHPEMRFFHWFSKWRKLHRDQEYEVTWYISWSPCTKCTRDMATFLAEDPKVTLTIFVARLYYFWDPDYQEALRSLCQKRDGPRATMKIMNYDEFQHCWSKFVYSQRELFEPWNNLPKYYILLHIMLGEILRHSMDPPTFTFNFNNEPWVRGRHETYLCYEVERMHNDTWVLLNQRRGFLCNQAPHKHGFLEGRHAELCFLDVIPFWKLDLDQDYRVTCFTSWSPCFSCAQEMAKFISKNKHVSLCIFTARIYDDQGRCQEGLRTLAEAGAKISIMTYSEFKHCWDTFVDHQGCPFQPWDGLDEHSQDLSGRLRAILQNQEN
EBI2 block: blocks human EBI2 receptor beta-arrestin signaling; 360,000 tested, 0.81% active; P32249; AID 651636; EBI2 beta-arrestin recruitment, luminescence, 7a,25-OHC stimulated; inhibition, % at 5 µM; in the data active = inhibition above about 38%;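 also: enzyme fragment complementation signal reports receptor beta-arrestin coupling in cells; 0% = agonist plus DMSO wells and 100% = wells without agonist; some results beyond the cut were filed as inactive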
CCR6 antag: antagonists of human CCR6 receptor; P51684; CHO-K1 CCR6 PathHunter beta-arrestin, luminescence, CCL20-stimulated; inhibition, % at 20 µM; 340,000 tested, 0.49% active;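 active = compounds whose inhibition of the agonist-driven luminescence signal at 20 µM reaches about 50%, limit read from the data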;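 also: cells stimulated with CCL20 at 14 nM final; plate controls were DMSO with CCL20 for no effect and DMSO without agonist for full effect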
Active calls of the source: *; x = not tested or not shown.

#	SMILES	GRIN3A LBD mod	A3A deaminase	MPTP inh	Gli-Sufu block	CXCR6 inh	A3G deaminase	EBI2 block	CCR6 antag
1	COc1ccc([C@H]2CC(=O)C=C(c3ccc(C)cc3)C2)cc1	1	0	0.5	-15	-3	-9	81*	12
2	Cc1cccc(NC(=O)CSc2nc(COc3ccccc3)nc3ccccc23)c1C	1	-7	0.0	6	16	0	30	21
3	ClC(Cl)(Cl)c1nc2ccccc2n2nncc12	-2	7	0.1	23	2	2	-3	-24
4	Cc1csc(NC(=O)CSc2nc(C(C)C)nc3c2c(=O)n(C)c(=O)n3C)n1	-10	-2	1.4	34	-8	-4	1	13
5	Cc1ccc(NC(=O)COC(=O)c2cccnc2Cl)cc1S(=O)(=O)N1CCOCC1	0	-3	0.2	3	-4	-5	-5	6
6	CCOc1cc(NC(=O)c2cccs2)c(OCC)cc1NC(=O)CCC(=O)NCCN1CCOCC1	1	1	-0.6	2	-2	-1	0	4
7	COc1ccc(CCN2C(=O)NC(NC(=O)CCc3ccccc3)(C(F)(F)F)C2=O)cc1OC (centres undefined)	1	1	-0.3	31	6	1	-13	12
8	O=C(CCc1nc2sc3c(c2c(=O)[nH]1)CCCC3)Nc1cccc(Cl)c1	0	2	-0.5	70*	3	-4	5	14
9	CCN(CC)S(=O)(=O)c1ccc(N2CC(C(=O)NCCc3c[nH]c4ccccc34)CC2=O)cc1 (centres undefined)	-2	-5	0.4	1	-10	-9	8	4
10	COc1ccc(C2N(c3cccc(Cl)c3)C(=O)C3CCCN32)cc1 (centres undefined)	-1	-2	-3.1	-4	-3	-1	-3	-2
11	CC(C)c1ccc(-c2csc(NC(=O)c3cccs3)c2C(=O)O)cc1	-4	3	62*	18	4	-5	4	-12
12	CC(=O)c1ccccc1Oc1ncnc(N)c1[N+](=O)[O-]	2	-4	0.2	3	-2	-8	-68	7
13	CCCCN(C)CCNC(=O)c1cc(-c2cccnc2)nc2ccc(S(=O)(=O)N3CCC(C)CC3)cc12	-2	-1	-1.3	18	-6	-1	7	9
14	CCOC(=O)C1CCCN(CCC(=O)Nc2cc(OC)ccc2OC)C1 (centres undefined)	2	0	-0.3	11	4	3	-9	2
15	CCCNc1nc2ccccc2n2c(C)nnc12	1	2	-0.3	19	8	-1	-9	12
16	Cc1ccc(C)n1-c1ccc(-c2ccn[nH]2)cc1	-3	-7	-0.2	-20	-3	1	0	9
17	O=C(Nc1cccc(S(=O)(=O)NC2=NCCC2)c1)c1cnc(Cl)c(Cl)c1	-6	5	-1.6	9	0	-3	-1	2
18	Cc1ccc(CNC(=O)CCS(=O)(=O)c2ccc3c(c2)CC(C)N3C(=O)C2CC2)o1 (centres undefined)	0	-2	-2.7	0	-1	-7	-14	-3
19	CCc1ccc(-c2nc(CS(=O)CC(=O)NCCCN3CCOCC3)c(C)o2)cc1 (centres undefined)	-3	-1	-1.1	-9	-4	-1	2	2
20	CS(=O)(=O)NCCNc1ccc(Cl)cc1[N+](=O)[O-]	-2	-3	2.8	-4	7	-8	-3	28
21	CC(C)(C)OC(=O)N[C@@H](Cc1ccccc1)C(=O)N[C@@H](CO)[C@H](O)[C@@H]1C[C@@H]1C(=O)NC1CC1	-4	-1	-1.2	-12	-6	-5	-11	6
22	CC(=O)Nc1cccc(NC(=O)c2ccco2)c1	2	0	1.9	5	-9	-4	-11	-7
23	O=C(CSc1nnnn1-c1ccc(Cl)c(C(=O)O)c1)NC(c1ccccc1)c1ccccc1	-2	-2	2.4	0	-6	-3	-5	4
24	Cc1cccc(-c2oc3ccccc3c2-c2ccc3c(c2)OCO3)c1	1	x	1.0	-6	-2	x	8	10
25	CS(=O)(=O)N(CCc1ccccc1)CC(=O)NCc1ccccc1	36*	0	0.6	3	-1	-4	-9	-11
26	CNc1nc(NCc2ccccc2)nc(N)c1[N+](=O)[O-]	2	-2	-1.3	17	-4	-1	-7	2
27	O=C(O)C1CC(O)CN1c1nc(Cl)ccc1[N+](=O)[O-] (centres undefined)	0	23	-0.4	0	-3	13	-10	1
28	Cc1csc(NC(=O)CN2C(=O)c3ccccc3C2=O)c1C(N)=O	-1	-1	2.1	-4	4	-3	7	-11
29	COc1ccc(-c2ccc3oc(-c4ccc(OC)cc4)c(-c4cc(OC)c(OC)c(OC)c4)c3c2)cc1	-1	2	0.1	8	-4	2	-1	8
30	CC1(C)Cc2c(c(N3CCOCC3)nc3sc(C(=O)Nc4ccc(Cl)cc4)c(N)c23)CO1	3	-4	1.0	3	-5	5	21	-8

Carrying on:
Below each compound: GRIN3A LBD mod | A3A deaminase | MPTP inh | Gli-Sufu block | CXCR6 inh | A3G deaminase | EBI2 block | CCR6 antag
[31] NC(=O)c1ccc(NC(=O)CNc2cc(S(=O)(=O)N3CCOCC3)ccc2N2CCCC2)cc1
  -1 | x | -0.7 | -2 | -10 | x | -5 | 6
[32] CCOC(=O)c1oc2c(CN3CCN(C)CC3)c(O)ccc2c(=O)c1-c1ccccc1OC
  2 | -1 | -1.1 | 8 | 3 | -6 | -2 | 5
[33] Cc1[nH]c2ccc(-c3n[nH]c(=S)n3C)cc2c1C
  1 | -7 | -0.4 | -4 | 16 | 31 | 10 | 16
[34] COc1cc2ccccc2cc1-c1nnc(COc2ccccc2)o1
  -8 | -1 | -3.3 | -7 | 1 | -4 | 22 | -1
[35] COC(=O)C(CCSC)NC(=O)c1cc2c(n(-c3ccc(C)cc3)c1=O)CCCC2=O (centres undefined)
  0 | 3 | -1.8 | -4 | 3 | -3 | -26 | 6
[36] Cc1ccc(C)c(CN2C(=O)c3ccccc3S(=O)c3ccc(C(=O)N4CCN(c5ccccn5)CC4)cc32)c1 (centres undefined)
  0 | 1 | 4.6 | 16 | 16 | 7 | 11 | 16
[37] CCN(CC)C(=O)[C@H]1C[C@H](CC(=O)NCC23CC4CC(CC(C4)C2)C3)C(=O)N2CCc3c([nH]c4cc(-c5ccco5)ccc34)[C@]12C
  -1 | 2 | -2.6 | -3 | 9 | -2 | 43 | 22
[38] Cc1ccc(S(=O)(=O)N2CCOCC2)cc1NC(=O)CNCc1ccccn1
  -1 | 0 | 2.6 | 4 | -3 | 0 | 3 | 8
[39] Cc1c(OC(C)C(=O)O)ccc2c(-c3ccccc3)cc(=O)oc12 (centres undefined)
  8 | -2 | -1.6 | 2 | 7 | -8 | -12 | 0
[40] CCCCc1ccc(CC(=O)Nc2cc(S(=O)(=O)N3CCOCC3)ccc2O)cc1
  3 | -2 | 25 | -3 | 6 | -2 | -7 | -4

Limited to CCR6 antag, Gli-Sufu block and MPTP inh, for 2 of the compounds above:
cpd	molecule	CCR6 antag	Gli-Sufu block	MPTP inh
33	Cc1[nH]c2ccc(-c3n[nH]c(=S)n3C)cc2c1C	16	-4	-0.4
37	CCN(CC)C(=O)[C@H]1C[C@H](CC(=O)NCC23CC4CC(CC(C4)C2)C3)C(=O)N2CCc3c([nH]c4cc(-c5ccco5)ccc34)[C@]12C	22	-3	-2.6

Going on with the list.
Below each compound: GRIN3A LBD mod | A3A deaminase | MPTP inh | Gli-Sufu block | CXCR6 inh | A3G deaminase | EBI2 block | CCR6 antag
[41] O=C1CCC(C(=O)Nc2cccc(C(F)(F)F)c2)N1 (centres undefined)
  2 | -2 | -0.8 | 3 | 0 | -4 | -13 | 9
[42] CCOC(=O)N1CCN(C(=S)Nc2ccc(C)cc2C)CC1
  -5 | -3 | 0.2 | -4 | -5 | -1 | -7 | 4
[43] CC(C)CCN1C(N(C)C)=NC[C@@H]1C
  3 | 7 | 0.5 | -1 | -3 | 5 | -2 | 10
[44] COc1cc(C(C)=O)ccc1OCc1cc(C(=O)N2CCSCC2)no1
  2 | -1 | 0.9 | 1 | 5 | -2 | -11 | -2
[45] Cc1cc(-n2c(C)cc(C(=O)COc3ccccc3[N+](=O)[O-])c2C)no1
  4 | -3 | -1.5 | -24 | 1 | -12 | 28 | 3
[46] CC(=O)C1=C(O)C(=O)N(c2ccc(Br)cc2)C1c1ccc(Br)cc1 (centres undefined)
  -1 | -3 | 1.1 | 5 | -4 | -5 | -7 | -1
[47] COc1ccc(-n2nnc3c(SCC(=O)NCc4ccco4)ncnc32)cc1
  5 | -1 | -1.8 | 98* | 3 | -1 | 20 | 5
[48] CN(CCO)C(=O)c1cccc2c1-c1ccccc1C2=O
  -7 | -1 | -1.0 | 4 | 2 | -3 | 3 | 3
[49] CC(Sc1nnc(-c2ccc(OC(F)F)cc2)o1)C(=O)NCC1CCCO1 (centres undefined)
  -1 | -5 | 0.5 | -7 | -5 | -4 | 7 | -2
[50] c1ccc2c(N3CCCCC3)nc(N3CCOCC3)nc2c1
  -1 | 2 | 1.8 | 3 | 2 | -2 | 1 | 12
[51] O=C1[C@@H]2[C@H](C(=O)N1Cc1ccco1)[C@H]1C=C[C@@H]2C1
  0 | 0 | 1.2 | -1 | 0 | 0 | -4 | 14

Grouped by structure: the compounds so far containing a thiophene ring, fused or not
Below each compound: GRIN3A LBD mod | A3A deaminase | MPTP inh | Gli-Sufu block | CXCR6 inh | A3G deaminase | EBI2 block | CCR6 antag
[6] CCOc1cc(NC(=O)c2cccs2)c(OCC)cc1NC(=O)CCC(=O)NCCN1CCOCC1
  1 | 1 | -0.6 | 2 | -2 | -1 | 0 | 4
[8] O=C(CCc1nc2sc3c(c2c(=O)[nH]1)CCCC3)Nc1cccc(Cl)c1
  0 | 2 | -0.5 | 70* | 3 | -4 | 5 | 14
[11] CC(C)c1ccc(-c2csc(NC(=O)c3cccs3)c2C(=O)O)cc1
  -4 | 3 | 62* | 18 | 4 | -5 | 4 | -12
[28] Cc1csc(NC(=O)CN2C(=O)c3ccccc3C2=O)c1C(N)=O
  -1 | -1 | 2.1 | -4 | 4 | -3 | 7 | -11
[30] CC1(C)Cc2c(c(N3CCOCC3)nc3sc(C(=O)Nc4ccc(Cl)cc4)c(N)c23)CO1
  3 | -4 | 1.0 | 3 | -5 | 5 | 21 | -8

Compound profiles (already shown). Order of values: GRIN3A LBD mod, A3A deaminase, MPTP inh, Gli-Sufu block, CXCR6 inh, A3G deaminase, EBI2 block, CCR6 antag
Profile of `O=C(CCc1nc2sc3c(c2c(=O)[nH]1)CCCC3)Nc1cccc(Cl)c1` → 0, 2, -0.5, 70*, 3, -4, 5, 14
Profile of `NC(=O)c1ccc(NC(=O)CNc2cc(S(=O)(=O)N3CCOCC3)ccc2N2CCCC2)cc1` → -1, x, -0.7, -2, -10, x, -5, 6
Profile of `CC(C)CCN1C(N(C)C)=NC[C@@H]1C` → 3, 7, 0.5, -1, -3, 5, -2, 10
